Screening data from PubChem BioAssay.
IMPase Li inh: qHTS Assay for Identifying the Cell-Membrane Permeable IMPase Inhibitors: Potentiation with Lithium; actives 0.35% (n = 210,000); Potency, µM (series often up to 59.4 µM), inactives show at the top dose activity, negative = IMPase inhibition, actives largely listed as inhibitors; CHO-M1 cells, IP1 TR-FRET (IP-One), carbachol + lithium;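 further: IP1 builds up when IMPase is blocked and the TR-FRET signal falls; potency means the concentration at half of the fitted maximal effect; plate controls were basal vehicle for no effect and high inhibitor control for full effect; nearly all actives have a fitted effect of over 50% in size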
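Test compounds were applied to CHO-M1 cells previously cultured for 16–30 h at 2000 per well. A small lithium amount accompanied them; after 30 min at 37C, IP1 was quantified by TR-FRET.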
Epigenetic derep: Quantitative High-Throughput Screen for Regulators of Epigenetic Control; murine LDR cells, GFP reporter derepression, 30 h; Potency, µM (doses to about 53.9 µM), inactives show top-dose GFP activation, actives largely listed as activators; actives 0.2% (n = 280,000); AID 1865, 2009; further: potency means the concentration at half of the fitted maximal effect; % of control where 0% means no effect; nearly all actives have a fitted effect of over 60% in size
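Readout is the number of GFP-expressing murine LDR cells, counted by cytometry following washing. Cells were treated with compound for 30 h at 37 C; the stably integrated CMV-GFP locus is normally silent.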
CBFb RUNX1 block: qHTS Assay for Compounds Blocking the Interaction Between CBF-beta and RUNX1 for the Treatment of Acute Myeloid Leukemia; 230,000 tested, under 10 active; AlphaScreen CBFb-His/RUNX1-biotin binding, biochemical; Potency, µM (highest dose often 59.8 µM), for inactives: at the highest dose activity, negative = inhibition, hits mostly inhibitors; further: % of control where 0% means no effect
Target sequence (Q01196 whole entry, looked up): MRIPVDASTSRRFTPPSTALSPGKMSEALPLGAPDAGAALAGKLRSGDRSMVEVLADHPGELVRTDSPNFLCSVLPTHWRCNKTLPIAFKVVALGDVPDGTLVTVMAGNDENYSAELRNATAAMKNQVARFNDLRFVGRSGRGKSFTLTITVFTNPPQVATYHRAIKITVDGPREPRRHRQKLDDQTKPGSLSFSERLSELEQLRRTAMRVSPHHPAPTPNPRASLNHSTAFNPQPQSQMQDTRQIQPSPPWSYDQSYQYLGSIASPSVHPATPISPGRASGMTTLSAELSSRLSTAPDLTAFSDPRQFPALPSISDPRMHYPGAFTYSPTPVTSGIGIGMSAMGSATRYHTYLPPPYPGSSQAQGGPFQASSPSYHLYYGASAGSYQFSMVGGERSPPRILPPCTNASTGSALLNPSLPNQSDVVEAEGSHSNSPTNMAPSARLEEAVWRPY
Target sequence (Q13951 whole entry, looked up): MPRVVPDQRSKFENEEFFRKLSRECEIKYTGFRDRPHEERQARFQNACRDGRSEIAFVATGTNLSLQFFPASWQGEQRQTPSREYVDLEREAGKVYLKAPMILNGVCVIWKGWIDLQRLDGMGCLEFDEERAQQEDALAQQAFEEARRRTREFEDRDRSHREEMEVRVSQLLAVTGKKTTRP
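CBF-beta (His) and RUNX1 (biotin), 30 nM each; 20 min preassociation; + compound, 15 min; + beads 50 ng each (Ni, streptavidin), 90 min; RT; AlphaScreen read.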
L3MBTL1 inh: qHTS Assay for the Inhibitors of L3MBTL1. AlphaScreen L3MBTL1–H3K9me1 peptide binding. actives 0.66% (n = 230,000). Potency, µM (titrated, usually from 57.1 µM), inactives show at the highest dose activity, negative = inhibition, hits mostly inhibitors. Lethal(3)malignant brain tumor-like protein 1 (Homo sapiens), Q9Y468; further: potency means the concentration at half of the fitted maximal effect; on the % scale 0 is the no-effect control and ±100 the full control effect; nearly all actives have a fitted effect of over 60% in size
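Read-out is AlphaScreen signal from streptavidin donor and nickel chelate acceptor beads (10 ug/mL final each) bridging L3MBTL1 (50 nM) and biotinylated K9-monomethylated H3(1-15) peptide (75 nM), after 30 min compound exposure at room temperature.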
KinaseGlo FLuc: Counterscreen for Luciferase (Kinase-Glo TM) Inhibition; Luciferin 4-monooxygenase (Photuris pensylvanica), Q27757; Kinase-Glo luciferase, ATP luminescence, 8 min; Potency, µM (titrated, usually from 38.3 µM), for the others: at the top dose activity change, negative = inhibition, hits mostly inhibitors; actives 0.28% (n = 200,000); further: potency means the concentration at half of the fitted maximal effect; on the % scale 0 is the no-effect control and ±100 the full control effect; nearly all actives have a fitted effect of over 60% in size
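Luminescence was the read-out, taken after 8-minute incubation at ambient temperature. Luciferase turned over luciferin with 10 uM ATP in imidazole pH 7.2 buffer containing KCl, MgCl2, Tween 20 and BSA.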
HTT aggregate: qHTS Multiplex Assay to Identify Dual Action Probes in a Cell Model of Huntington: Aggregate Formation (GFP); PC12 HttQ103-GFP aggregates, Acumen cytometry, 40 h; Potency, µM (series often up to 46.1 µM), inactives show at the highest dose activity change, negative = inhibition, most hits filed as inhibitors; actives 1.1% (n = 220,000); AID 1688, 2009; further: potency means the concentration at half of the fitted maximal effect; on the % scale 0 is the no-effect control and ±100 the full control effect; nearly all actives have a fitted effect of over 60% in size
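PC12/HTTQ103-GFP, ecdysone-inducible; teb 100 nM; cpd qHTS titration; GFP aggregates read on laser cytometer, Ex 488/Em 500-530 nm.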
NPSR antag: qHTS Assay for Antagonists of the Neuropeptide S Receptor: cAMP Signal Transduction | Q6W5P4 | AID 1461, 2008 | Potency, µM (series often up to 38.3 µM), for inactives: at the top dose activity change, negative = inhibition, actives largely listed as inhibitors | actives 1% (n = 220,000) | CHO-NPSR cells, cAMP TR-FRET, antagonist mode; further: potency means the concentration at half of the fitted maximal effect; on the % scale 0 is the no-effect control and ±100 the full control effect; nearly all actives have a fitted effect of over 50% in size; many of its hits are not listed in these tables
Target sequence (Q6W5P4 whole entry, looked up): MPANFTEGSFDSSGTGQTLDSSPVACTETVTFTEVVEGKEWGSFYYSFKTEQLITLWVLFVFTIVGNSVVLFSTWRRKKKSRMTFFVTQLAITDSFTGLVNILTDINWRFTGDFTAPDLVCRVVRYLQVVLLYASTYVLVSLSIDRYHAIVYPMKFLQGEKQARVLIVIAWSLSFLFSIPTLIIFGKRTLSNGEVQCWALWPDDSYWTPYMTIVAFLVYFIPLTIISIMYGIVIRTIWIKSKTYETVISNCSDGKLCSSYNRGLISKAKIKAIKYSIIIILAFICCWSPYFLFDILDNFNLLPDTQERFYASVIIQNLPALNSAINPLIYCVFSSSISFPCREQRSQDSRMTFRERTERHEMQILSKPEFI
Active calls of the source: *; ? = inconclusive; · = no result given; & = joins results of further samples; [ ] = another dose, or the depositor's remark. The call rests on the fitted dose curve; in most records, active means well fitted curve in the direction sought with a large enough effect; inconclusive means small, poorly fitted or top-dose-only effect, or another doubt; inactive means no such curve, though single readings can be large; an effect the other way counts as inactive or inconclusive.

SMILES	IMPase Li inh	Epigenetic derep	CBFb RUNX1 block	L3MBTL1 inh	KinaseGlo FLuc	HTT aggregate	NPSR antag
CCc1ccccc1NC(=O)CSc1nnc([C@@H](NC(=O)OC(C)(C)C)C(C)CC)o1 (some centres not stated)	12%[38.3 µM]	0.0%	9%	1%	-5%	18%	-11%[46.1 µM]
O=C(Nc1nnc(-c2ccccc2)o1)C1CCCCC1	22%[38.3 µM]	0.0%	11%	-14%	-2%	-5%	-7%[46.1 µM]
CC(O)CSc1nc2c(c(=O)[nH]c(=O)n2C)n1CC(O)COc1ccccc1 (configuration not stated)	-2%	-0.1%	5%	12%	-2%	5%	20%
Cc1c(C(=O)NCc2ccc(S(N)(=O)=O)cc2)oc2ccc(Cl)cc12	-14%	-1.4%	-6%	-7%[11.4 µM]	4%	14%	2%
C/C(=N/NC(=O)c1cccs1)c1ccc(N2CCOCC2)cc1	-3%	0.4%	7%	4%	-2%	6%	3%
CCCCOC(=O)n1c(SCC(=O)N(C)C)nc2ccccc21	9%[38.3 µM]	0.8%	0%	-1%	0%	1%	-19%[46.1 µM]
CC(NS(=O)(=O)c1ccccc1)C1COc2ccccc2O1 (configuration not stated)	13%[38.3 µM]	-0.1%	6%	·	-1%	-7%	7%[46.1 µM]
COc1cccc(-c2nn(-c3ccccc3)cc2CN(C)C(C)c2ccon2)c1 (configuration not stated)	21%	0.0%	7%	-2%	2%	2%[9.22 µM]	?
Cc1cc(N/N=C/c2ccccc2Cl)nc(NCc2ccccc2)n1	18%	-3.2%	-7%	-17%	-3%	?	?
COc1ccc(NC(=O)CSc2nccn2-c2cccc(OC)c2)cc1	3%[38.3 µM]	-0.8%	-20%	-7%	-4%	0%	-4%[46.1 µM]
COc1cc(SC)ccc1C(=O)N(C)Cc1ccccc1	1%[38.3 µM]	-3.4%	3%	-5%	-3%	17%	1%[46.1 µM]
Cc1ccccc1CSc1nnc(-c2ccccn2)n1N	-15%[38.3 µM]	-0.7%	-4%	?	-4%	-10%	13%[46.1 µM]
O=[N+]([O-])c1cn(Cc2ccc(Cl)cc2)cn1	7%[38.3 µM]	-1.0%	6%	6%	1%	9%	15%[46.1 µM]
CC(C)n1cc(/C=C2\NC(=O)N(c3cccc(Cl)c3)C2=O)c2ccccc21	24%[38.3 µM]	?	-2%	·	-2%	-3%	-12%[46.1 µM]
C=CCOc1ccc(C(=O)CC)cc1OC	5%	-0.9%	6%	4%	0%	-13%	11%
COCCN(Cc1cn(C)nc1-c1ccccc1F)C(C)C	8%	-1.7%	6%	9%	3%	9%	-17%
c1ccc(C(c2c[nH]c3ccccc23)c2c[nH]c3ccccc23)nc1	25%[38.3 µM]	0.0%	-12%	·	-3%	21%	-22%[46.1 µM]
Cc1occc(=O)c1O	5%&-7%&1%	-0.1%&-2.9%	13%[21.7 µM]	3%	1%&1%	-1%	12%
Cc1nn(CC(=O)N2CCN(C)CC2)c(=O)c2ccccc12	0%	1.1%	7%	0%	-2%	-17%[9.22 µM]	-9%
COC(=O)[C@@H](NC(=O)NCc1ccccc1Cl)C(C)C	18%[38.3 µM]	-11%	10%	-13%	2%	-4%	-8%[46.1 µM]

Structures above with an NH in an aromatic ring:
SMILES	IMPase Li inh	Epigenetic derep	CBFb RUNX1 block	L3MBTL1 inh	KinaseGlo FLuc	HTT aggregate	NPSR antag
CC(O)CSc1nc2c(c(=O)[nH]c(=O)n2C)n1CC(O)COc1ccccc1 (configuration not stated)	-2%	-0.1%	5%	12%	-2%	5%	20%
c1ccc(C(c2c[nH]c3ccccc23)c2c[nH]c3ccccc23)nc1	25%[38.3 µM]	0.0%	-12%	·	-3%	21%	-22%[46.1 µM]

Next records follow:
SMILES	IMPase Li inh	Epigenetic derep	CBFb RUNX1 block	L3MBTL1 inh	KinaseGlo FLuc	HTT aggregate	NPSR antag
O=S(=O)(Nc1nc(SCc2ccc(Cl)cc2)n[nH]1)c1ccccc1	·	-1.0%	8%	-4%	·	10%[9.22 µM]	?
Cc1cccc(C(=O)NCCc2csc(C)n2)c1	23%[38.3 µM]	-0.8%	5%	-17%	6%	-33%	-16%[46.1 µM]
O=C(NCc1csc(-c2cccs2)n1)Nc1cccc(Cl)c1	·	-0.2%	1%	-9%	·	5%[9.22 µM]	25%
Cc1cccc(-n2c(-c3csc(C)c3C)n[nH]c2=S)c1	0%	1.1%	-1%	-10%	-4%	11%	-6%
COc1cc(OC)cc(C(=O)NCCSc2c[nH]c3ccccc23)c1	·	0.0%	-6%	·	·	-6%[9.22 µM]	-26%
Cc1ccc2nc(NC(=O)CN(C)S(=O)(=O)c3ccc(Br)s3)sc2c1	38%[activator][38.3 µM]	-0.1%	6%	·	-1%	?	-25%[46.1 µM]
CCOC(=O)C1(Cc2ccc(Cl)cc2)CCN(C(=O)c2cc(C)nc(C)n2)CC1	4%	3.3%	13%	4%	6%	5%	5%
CSc1sc(-c2nnc(SCC(=O)Nc3ccc(Cl)cc3)n2C)c2c1C=CCC2	·	2.1%	5%	-3%	·	16%[9.22 µM]	?
CCOC(=O)c1ccc(NC(=O)CCOc2ccc(C)cc2)cc1	10%[38.3 µM]	0.0%	-1%	·	-4%	4%	6%[46.1 µM]
Nn1cc(-c2ccccc2)nc1SCC(=O)NCCN1C(=O)CSC1=O	14%[38.3 µM]	-5.7%	-2%	-4%	1%	19%	6%[46.1 µM]
CCOC(=O)CSC(=S)NC(=O)c1ccc(OC)cc1	-10%	-0.3%	17%	7%	-2%	6%	-1%
O=C1C(SC(F)(F)C(F)F)=C(C(F)(F)F)OC2C3C=CC(C3)C12 (configuration not stated)	3%[38.3 µM]	0.0%	8%	15%	4%	-14%	-4%[46.1 µM]
Cc1ccc(-c2csc(NC(=O)CSc3nc4ccccc4c(=O)n3CCCN(C)C)n2)cc1	4%	-1.8%	-3%	·	1%	-26%	-15%
Nc1cccc2[nH]c(C(F)(F)F)nc12	4%	0.9%	?	?	-3%	2%	5%
CC1CN(S(=O)(=O)c2ccc(C(=O)Nc3ccc(S(=O)(=O)Nc4nccs4)cc3)cc2)CC(C)O1 (configuration not stated)	3%	-0.9%	3%	-13%	2%	-11%	7%
CSc1ccc(CNc2nnnn2C)cc1	6%	-2.3%	-2%	-3%	2%	16%	13%
CSc1ccccc1N=Cc1nc(-c2ccccc2)oc1O	15%[38.3 µM]	2.5%	9%	28%	7%	20%	?
Cc1c(C(=O)O)nnn1-c1ccccc1	0%[38.3 µM]	3.0%	6%	0%	5%	?	-5%[46.1 µM]
COC(=O)C(NS(=O)(=O)c1ccccc1Cl)c1ccccc1 (configuration not stated)	0%	-2.1%	5%	3%	2%	9%[9.22 µM]	2%
COc1cc(/C=C2/CC/C(=C/c3ccc(O)c(OC)c3)C2=O)ccc1O	·	25µM*	-13%	-14%	·	-2%[9.22 µM]	-18%
CCCCN1C(=S)NC[C@@H]1Cc1ccccc1	-6%	2.5%	1%	-3%	·	12%[9.22 µM]	-10%
Cc1ccc(NC(=O)c2ccc(-n3cccn3)c([N+](=O)[O-])c2)cc1	16%[38.3 µM]	0.0%	2%	0%	1%	-28%	-10%[46.1 µM]
CCN(CC)C(=O)Cn1c(=O)n(C)c2ccccc21	22%[38.3 µM]	0.1%	4%	·	-3%	10%	-12%[46.1 µM]
Nc1nc(COc2ccc(F)cc2Cl)nc(N2CCCCC2)n1	5%	0.0%	4%	23%	3%	9%	-36%
CCOc1ccc(N=Nc2cc(C(C)C)ccc2O)cc1	0%	-6.9%	-18%	28µM*	-4%	-22%	-14%
COc1ccc2c(c1)CCc1c(C(=O)NCCCn3ccnc3)noc1-2	1%[38.3 µM]	-1.1%	?	-7%	-3%	-15%	6%[46.1 µM]
Cc1cccc(N2CC(C(=O)Nc3ccc4c(c3)OCO4)CC2=O)c1C (configuration not stated)	9%[38.3 µM]	-1.0%	6%	27%[11.4 µM]	1%	5%	-7%[46.1 µM]
CC(C)c1ccccc1NC(=O)COC(=O)c1cc(=O)[nH]c(=O)[nH]1	-3%	1.7%	-1%	5%	-2%	14%	12%
CC(=O)Nc1ccc(S(=O)(=O)N(C)CC(=O)OCC(=O)c2cc(C)n(-c3ccc4c(c3)OCO4)c2C)cc1	6%	-0.1%	-20%	-15%	2%	-3%	4%
Cc1nc(CC(=O)NNS(=O)(=O)c2ccc3ccccc3c2)cs1	-2%	0.0%	-1%	2%	-1%	-18%	11%
CN(CCO)c1ncnc2nc[nH]c12	1%	-1.0%	5%	0%	2%	-25%	17%[46.1 µM]
C=C(C)C(=O)/C=C/CCC/C=C/C(=O)OCC	33%[activator]	6.5%	-6%	·	-1%	·	·
CCOc1ccc2oc(C(=O)OCC(=O)NC(=O)NC)c(C)c2c1	·	-1.3%	-2%	-4%	·	3%[9.22 µM]	38%
Cc1ccccc1C(=O)c1c[nH]c(C(=O)NCc2cccs2)c1	16%[38.3 µM]	-1.4%	-4%	12%	-5%	?	-5%[46.1 µM]
Cc1ccc2c(CN3CCN(S(=O)(=O)c4ccc5c(c4)OCCO5)CC3)cc(=O)oc2c1C	6%[38.3 µM]	0.0%	-6%	-4%	-3%	-31%	-14%[46.1 µM]
CCCC(=O)Nc1nnc(-c2ccc(Cl)s2)o1	2%[38.3 µM]	-2.8%	-3%	·	-4%	-4%	1%[46.1 µM]
COc1ccc(NC(=O)NCCc2cccc(Cl)c2)cc1OC	10%	1.6%	-3%	-6%	9%	6%[9.22 µM]	-2%
COc1ccc(Nc2nnc(SCC(=O)Nc3ccc4[nH]c(=O)[nH]c4c3)s2)cc1	-6%	2.2%	14%	-4%	·	1%[9.22 µM]	-10%
O=C(CNC(=O)c1cccs1)NCC(=O)OCc1ccccc1Br	-3%	1.1%	1%	0%[11.4 µM]	1%	29%	6%
Cc1ccc(NC(=O)CCl)c(C)c1	8%	7.7%	-11%	·	-1%	?	3%
CN1C(=O)/C(=C/c2cn(CC(=O)N3CCCCC3)c3ccccc23)c2ccccc21	22%[38.3 µM]	1.6%	?	·	-4%	?	?
O=C(CCc1ccccc1)N1CCN(c2ccc(F)cc2)CC1	-2%	3.4%	0%	-4%	3%	14%	6%
O=c1cc(-c2ccccc2[N+](=O)[O-])oc2ccccc12	6%	-1.8%	-3%	-1%	-1%	-16%[9.22 µM]	-8%

Some of the compounds tested; count on the stated rates, not on these rows.
